HIV peptide binding = cell-free HIV fusion peptide-binding blockers – biochemical, uHTS, fluorescence dequenching, primary screen (AID 1986) | cell-free peptide binding, fluorescence dequenching, 30 min; higher % means a stronger effect | 290,000 compounds, 0.3% hits | inhibition, % at 20 µM; hits with a dose series show IC50 in µM; in the data active means inhibition mostly above about 52%, no sharp cut-off; inactive means mostly below about 76%; further: some results filed as inactive read as strong as hits
AID2073 = disruptors of CaV2.2 binding to Mint1 – biochemical, HTRF (AID 2073); HTRF protein-protein interaction, Mint1-CaV2.2; higher % means a stronger effect; inhibition, % at 20 µM, or IC50 in µM where a hit was titrated; 290,000 compounds, 0.19% hits; in the data active means inhibition mostly above about 51%, no sharp cut-off; inconclusive means no clear call, values can overlap the other calls; inactive means mostly below about 53%; further: some results filed as inactive read as strong as hits
Myeloid diff 2 = myeloid differentiation induction; calls only at 10 µM; 360,000 compounds, 1% hits; ER-HoxA9 myeloid progenitors, lysozyme-GFP differentiation, flow cytometry;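 active means normalized GFP-positive differentiation at or above the plate's own cutoff, the solvent-only control mean plus 3 SD; inconclusive means no clear call, values can overlap the other calls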;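 further: cells exposed to compound for four days before flow analysis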
Hep lipid drop = hepatic lipid droplet formation modulation; 240,000 compounds, 0.4% hits; AML12 mouse hepatocytes, oleate lipid droplets, BODIPY imaging; AID 1656; inhibition, % at 6.5 µM;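 active means lipid droplet intensity inhibited by at least 50%, with more than 500 cells counted; inconclusive means wells with under 300 cells, treated as cytotoxic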
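Material – AML12 mouse liver cells · Also added – oleate loading, 100 µM · Compound dosing – 6.5 µM single-point dosing · Times – overnight treatment with compound plus oleate · Measured by – fluorescence imaging, 20x objective, two fields per well · Read-out – percent inhibition of filter-corrected integrated lipid droplet intensity per well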
XIAP displacement = XIAP antagonists, biochemical, IAP family, fluorescence polarization (AID 1018). XIAP BIR domain, fluorescence polarization peptide displacement; higher % means a stronger effect. displacement, % at 20 µM; hits with a dose series show IC50 in µM. 200,000 compounds, 0.007% hits; in the data active means displacement above about 50%; further: a part of the inactive calls stands beside numbers as strong as those of hits
SIAH1 antagonists = Siah-1 peptide-binding antagonists, primary screen, biochemical, fluorescence polarization, rhodamine-plectin, uHTS (AID 1817). 290,000 compounds, 0.02% hits. displacement, % at 20 µM; hits with a dose series show IC50 in µM. Siah-1 / rhodamine-plectin peptide fluorescence polarization; higher % means a stronger effect;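 active means displacement of at least 50% at 20 µM, with a fluorescence ratio check between 0.3 and a set limit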;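 further: plate controls were Siah plus tracer with DMSO for no effect and tracer alone without Siah for full effect; strong numbers were not always called active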
HEK293 NOD2/NF-kB = NOD2 signaling inhibitors, cell-based, luminescence, uHTS, HEK293 (AID 1566) | inhibition, % at 4 µM; hits with a dose series show EC50 in µM | 290,000 compounds, 0.63% hits | HEK293 NOD2/NF-kB luciferase reporter, luminescence; higher % means a stronger effect; further: many of its hits are not listed in these tables
Dengue-2 NS5 capping = flavivirus cap methylation enzyme inhibition – biochemical, confirmation dose response, primary screen (AID 588689); Dengue-2 NS5 methyltransferase capping enzyme assay, biochemical; higher % means a stronger effect; inhibition, % at 25 µM, or IC50 in µM where a hit was titrated; 340,000 compounds, 0.3% hits; in the data active means a potency from the dose series; inconclusive means inhibition above about 29% without an active follow-up result
LYP inhibition = inhibitors of LYP phosphatase, biochemical, fluorescence intensity, uHTS (AID 1779). recombinant LYP phosphatase, fluorescence intensity; higher % means a stronger effect. one-dose inhibition, % at 11.5 µM; IC50 in µM for titrated hits. 290,000 compounds, 0.054% hits;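 further: plate controls were vehicle with enzyme for no effect and no enzyme for full effect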
Hep lipid drop cells 6.5 µM = also measured in Hep lipid drop; calls as there; cell count; measured here: cell count, cytotoxicity flag;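 cells counted across two imaged fields per well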
Dengue-2 NS5 capping pilot replicate = further read-out of Dengue-2 NS5 capping, marked with its call; inhibition, %; measured here: pilot screen replicate inhibition
Myeloid diff 2 GFP+ MAC1+ % = further read-out of Myeloid diff 2, marked with its call; GFP+ MAC1+ double positive, %; measured here: differentiation confirmed by MAC1 staining
An asterisk follows results filed as active; i = inactive; ? = inconclusive; / = not tested or not shown. Unless noted, no stated cut-off is given here; in the data, active means inhibition above about 50%; inactive means the rest. The list is partial (hit frequency here may not be typical).

SMILES	HIV peptide binding	AID2073	Myeloid diff 2	Myeloid diff 2 GFP+ MAC1+ %	Hep lipid drop	Hep lipid drop cells 6.5 µM	XIAP displacement	SIAH1 antagonists	HEK293 NOD2/NF-kB	Dengue-2 NS5 capping	LYP inhibition	others
CCC(C)(NC(=O)c1ccc(=O)[nH]c1)C(=O)NC1CCCC1 (centres undefined)	-1.3%	-1%	i	2.4	-15	715	-0.4%	4%	13%	-2%	1%
Cc1nnc2ccc(-c3ccc(NC(=O)c4ccco4)cc3)nn12	2.0%	34%	i	0.4	0	675	0.0%	34%	7%	-9%	-2%
COc1cc(C=O)ccc1OS(=O)(=O)c1ccccc1[N+](=O)[O-]	1.6%	4%	i	0.6	14	659	-3.3%	-4%	19%	-9%	-3%
Cc1ccc(S(=O)(=O)N2c3ccccc3OCC2c2ccccc2)cc1 (centres undefined)	-0.3%	6%	i	0.6	1	766	0.8%	0%	10%	2%	4%
CN(c1ccccc1)S(=O)(=O)c1cccc(NC(=O)CSc2nncs2)c1	1.8%	7%	i	0.7	-39	551	-8.1%	12%	28%	-3%	-5%
CC(=O)Nc1ccc(S(=O)(=O)N2CCN(S(=O)(=O)N3CCCCCC3)CC2)cc1	-2.3%	4%	i	1.0	6	652	-9.5%	-1%	-7%	-3%	-3%
CN1CCN(c2nc(-c3ccc(Cl)s3)cs2)CC1	1.5%	8%	i	0.5	2	587	-3.2%	8%	-21%	-1%	-3%
Cc1ccc(NC(=O)N2CCCCCC2)cc1	1.1%	0%	i	0.7	5	661	/	7%	-40%	0%	-7%
N#CC1=CN(Cc2ccccc2)C=C(/C=N/Nc2ccccc2)C1	3.4%	9%	i	1.4	2	684	-0.1%	-5%	-73%	-30%	0%
O=C(CSc1nnc(-c2ccncc2)o1)N1CCc2ccccc2C1	-0.3%	1%	i	0.2	43	701	-5.4%	6%	14%	1%	-5%
O=C(Nc1nc(-c2ccccc2)c(C(=O)c2ccccc2)s1)c1ccc(S(=O)(=O)N2CCCCC2)cc1	1.1%	2%	i	1.1	0	628	-1.7%	1%	10%	-5%	5%
CSc1ccc(C(=O)N2CCc3ccc(NC(=O)c4ccccn4)cc3C2)cc1	-1.2%	4%	i	0.5	-19	731	/	-2%	-14%	7%	2%
COc1ccc(C(=O)NCc2nnc(SCC(=O)Nc3cc(OC)ccc3OC)o2)cc1	-0.6%	-5%	i	1.1	-5	790	/	9%	14%	-1%	-14%
Cc1cc(C)cc(-n2ncc3c2CCCC3NC(=O)c2cc(C)[nH]n2)c1 (centres undefined)	-0.4%	-2%	i	0.8	-6	709	/	0%	6%	1%	-6%
CCOC(=O)N1CCN(C(=O)CCc2cc(OC)c(OC)c(OC)c2)CC1	-1.1%	-2%	i	9.9	14	716	/	3%	-6%	-3%	-8%
COCCNC(=S)N1CCN(S(C)(=O)=O)CC1	-0.7%	-2%	i	0.3	-25	519	-5.8%	-2%	11%	/	-5%
CC1Cc2ccccc2N1C(=O)CSc1nnc(Cn2nnc3ccccc32)n1C (centres undefined)	1.9%	2%	i	1.3	/	/	-4.4%	-7%	9%	1%	-1%
O=C(C1CCCN(S(=O)(=O)c2ccc(F)cc2)C1)N(Cc1cccs1)C1CC1 (centres undefined)	-2.2%	5%	i	0.3	/	/	-1.3%	-5%	-5%	-4%	-5%
COC(=O)Cn1c2ccccc2c2nc(C)sc21	0.5%	-20%	i	2.9	-2	702	-2.5%	-3%	-1%	-10%	-9%
COC(=O)NC(NC(=S)Nc1ccc([N+](=O)[O-])cc1)C(Cl)(Cl)Cl (centres undefined)	-0.3%	-27%	i	5.8	8	740	-1.1%	-1%	-32%	-9%	4%
O=C(CNC(=O)c1ccccc1F)NCCc1ccc(Cl)cc1	-0.5%	9%	i	1.3	-4	833	/	-6%	13%	-4%	-8%
O=C(NCc1ccc2c(c1)OCO2)c1cc2ncc(Br)cn2n1	3.4%	15%	i	0.7	-2	741	-41%	6%	3%	1%	-4%
O=C(O)CN1C(=O)CNC1=O	0.1%	1%	i	0.5	-6	715	-2.9%	3%	2%	5%	6%
Cc1ccc(-c2nc(NC(=O)CSc3nnc(C)s3)ns2)cc1	-2.3%	1%	i	1.7	/	/	-3.1%	1%	8%	-1%	-10%
CN(C)C(=O)Nc1ccccc1	-1.5%	-4%	i	1.0	-5	643	/	15%	11%	0%	-6%
Cc1cccc(N2CCN(C(=O)c3ccc(-n4cncn4)c([N+](=O)[O-])c3)CC2)c1C	0.2%	0%	i	1.1	11	757	/	-5%	10%	5%	-8%
COC(=O)c1cc(NS(=O)(=O)c2ccc(OC)c(OC)c2)ccc1Cl	1.0%	12%	i	1.2	0	764	3.3%	2%	3%	-5%	2%
CC(C)OC(=O)CSc1nc(N)c(C#N)cc1C#N	-1.2%	2%	i	0.4	16	714	-0.9%	9%	-38%	-9%	-9%
CCN1CCCC1CNC(=O)c1cn(CC)c2ccc(S(=O)(=O)N3CCCCCC3)cc2c1=O (centres undefined)	-3.4%	2%	/	/	7	686	0.0%	-4%	0%	/	2%
COC(=O)Nc1sc(C(=O)N(C)C)c(C)c1C(=O)OC	-1.1%	-9%	i	0.8	/	/	-3.6%	0%	-9%	-3%	2%
O=C(COc1ccc(Cl)cc1)Nc1cccc(-c2ccc3nncn3n2)c1	1.4%	4%	i	0.5	5	750	-1.5%	-2%	-9%	7%	-4%
COC(=O)c1ccc(CN2CCN(C(C)C)C(CCO)C2)cc1 (centres undefined)	-1.0%	-6%	i	0.6	6	654	1.0%	-9%	0%	7%	-9%
Cc1cc(NNC(=O)c2ccccc2)nc(NNC(=O)c2ccccc2)n1	0.3%	24%	i	0.2	-17	702	1.5%	5%	-13%	/	5%
C=CCC1(Cl)C(=O)C(Cl)=C(N2CCN(C)CC2)C1(OC)OC (centres undefined)	-0.1%	5%	i	0.5	-28	727	/	0%	12%	-12%	1%
CCOC(=O)CNC(=O)C(Cc1ccccc1)NS(=O)(=O)c1cccs1 (centres undefined)	0.1%	42%	i	0.4	/	/	-7.1%	1%	17%	6%	2%
CC(=O)c1ccc(N2CCN(c3ccc(C(N)=O)cc3[N+](=O)[O-])CC2)cc1	-1.7%	-4%	i	0.1	0	755	-5.8%	-2%	8%	-7%	5%
CCCCSc1nc(CCC)cc(=O)[nH]1	-2.0%	1%	i	0.3	-2	708	-3.3%	-3%	-5%	-2%	-9%	Dengue-2 NS5 capping pilot replicate=-4.9
Cc1ccc(O)c(/C=N/NC(=O)c2[nH]ncc2Br)c1	-0.5%	0%	i	0.8	-10	605	3.5%	-3%	-54%	-5%	2%
CNC(=O)NC(=O)COc1c(F)c(F)cc(F)c1F	0.3%	0%	i	0.5	32	724	28%	3%	9%	6%	0%
CCOc1ccc(C2NC(=O)NC(c3ccccc3)=C2C(C)=O)cc1OC (centres undefined)	3.2%	1%	i	1.1	-2	804	/	2%	10%	1%	-6%
N=C1CCC(=N)c2c1c(O)c1ccccc1c2O	35%	9%	i	0.1	13	713	/	60%	8%	-4%	-4%
Cc1ccc(-c2csc(N(CCO)CCCn3c(C(F)(F)F)nc4ccccc43)n2)cc1	-0.6%	-11%	i	1.3	2	742	/	-8%	22%	-2%	-12%
Cc1ccc(-n2nc3c(c2NC(=O)c2cccs2)CS(=O)(=O)C3)cc1	2.4%	-5%	i	0.8	-6	743	/	7%	-16%	-7%	-14%
Cc1nc(C)c(NC(=O)OC(C)C)cc1NC(=O)OC(C)C	0.9%	4%	i	0.4	30	737	-3.2%	0%	-2%	-9%	-1%
O=c1oc2ccccc2cc1-c1cn2cccnc2n1	0.4%	25%	i	2.9	8	777	3.5%	4%	-53%	1%	-1%

The list goes on, starting with the last 2 of the part before.
SMILES	HIV peptide binding	AID2073	Myeloid diff 2	Myeloid diff 2 GFP+ MAC1+ %	Hep lipid drop	Hep lipid drop cells 6.5 µM	XIAP displacement	SIAH1 antagonists	HEK293 NOD2/NF-kB	Dengue-2 NS5 capping	LYP inhibition	others
Cc1nc(C)c(NC(=O)OC(C)C)cc1NC(=O)OC(C)C	0.9%	4%	i	0.4	30	737	-3.2%	0%	-2%	-9%	-1%
O=c1oc2ccccc2cc1-c1cn2cccnc2n1	0.4%	25%	i	2.9	8	777	3.5%	4%	-53%	1%	-1%
CC(C)(C)Nc1nc(NN)nc(NC(C)(C)C)n1	-0.6%	5%	i	0.9	/	/	-2.4%	-2%	22%	11%	-8%
COC(=O)c1ccccc1NS(=O)(=O)c1ccc(NC(C)=O)cc1	0.6%	30%	i	0.2	-4	641	-4.8%	0%	2%	3%	-5%
CC(O)CNC12CC3CC(CC(C3)C1)C2 (centres undefined)	-1.9%	6%	i	0.3	2	687	-7.3%	-3%	-8%	-9%	-3%
O=C(N[C@@H](c1ccccc1)[C@@H]1C[C@H]1C(=O)O)OCc1ccccc1	1.6%	1%	i	1.2	22	769	-5.8%	-7%	19%	-4%	-5%
Cc1ccc(C(=O)NNc2cc(N3CCCC3)nc(N3CCCC3)n2)cc1	-4.6%	-10%	/	/	/	/	1.1%	6%	7%	/	-6%
COc1ccccc1NC(=O)N(Cc1ccco1)Cc1cc2cc(C)cc(C)c2[nH]c1=O	-0.6%	-8%	i	1.0	/	/	-3.7%	-2%	-12%	9%	5%
CCOc1cc(/C=C/c2ccc3cccc([N+](=O)[O-])c3n2)ccc1OCC(=O)N(C)C	-1.2%	-2%	i	0.1	4	671	-1.4%	8%	24%	-8%	5%
COc1ccc(CCNC(=O)Cn2nnc(C(=O)Nc3ccc(Br)cc3)c2N)cc1OC	6.3%	7%	i	0.7	6	766	/	-2%	16%	-12%	0%
Cc1ccccc1NC(=O)N1CCNC(=O)C1CC(=O)Nc1cc(Cl)ccc1Cl (centres undefined)	1.3%	8%	?	/	0	812	/	4%	-7%	-3%	-8%
Cc1nc2cc(-c3ccc(F)cc3)nn2c(N2CCOCC2)c1C	1.3%	2%	/	/	/	/	-3.1%	3%	5%	/	-6%
CNc1nc(C)cc(C)c1S(=O)(=O)c1ccc(Cl)cc1	0.2%	-4%	i	1.3	/	/	6.6%	-5%	22%	-4%	-8%
CC(=O)c1cccn1S(=O)(=O)c1ccccc1	0.3%	1%	i	0.8	/	/	/	8%	1%	-4%	-5%

Of the compounds above, two have a furan ring, fused or not.
SMILES	HIV peptide binding	AID2073	Myeloid diff 2	Myeloid diff 2 GFP+ MAC1+ %	Hep lipid drop	Hep lipid drop cells 6.5 µM	XIAP displacement	SIAH1 antagonists	HEK293 NOD2/NF-kB	Dengue-2 NS5 capping	LYP inhibition	others
Cc1nnc2ccc(-c3ccc(NC(=O)c4ccco4)cc3)nn12	2.0%	34%	i	0.4	0	675	0.0%	34%	7%	-9%	-2%
COc1ccccc1NC(=O)N(Cc1ccco1)Cc1cc2cc(C)cc(C)c2[nH]c1=O	-0.6%	-8%	i	1.0	/	/	-3.7%	-2%	-12%	9%	5%

Compound activity from PubChem.
